Bioassay records deposited in PubChem by several laboratories.
CendR NRP1 mod – NRP-1/CendR interaction modulation; FAM-RPARPAR peptide binding to NRP-1, fluorescence polarization; inhibition, % at 25 µM; 0.85% of 360,000 active;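 active = inhibition or corrected inhibition above about 18%, plus a signal ratio from 0.5 to 1.5, limit read from the data, passing the limit was not always enough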; note: strong numbers were not always called active
Target sequence (O14786 whole entry, looked up): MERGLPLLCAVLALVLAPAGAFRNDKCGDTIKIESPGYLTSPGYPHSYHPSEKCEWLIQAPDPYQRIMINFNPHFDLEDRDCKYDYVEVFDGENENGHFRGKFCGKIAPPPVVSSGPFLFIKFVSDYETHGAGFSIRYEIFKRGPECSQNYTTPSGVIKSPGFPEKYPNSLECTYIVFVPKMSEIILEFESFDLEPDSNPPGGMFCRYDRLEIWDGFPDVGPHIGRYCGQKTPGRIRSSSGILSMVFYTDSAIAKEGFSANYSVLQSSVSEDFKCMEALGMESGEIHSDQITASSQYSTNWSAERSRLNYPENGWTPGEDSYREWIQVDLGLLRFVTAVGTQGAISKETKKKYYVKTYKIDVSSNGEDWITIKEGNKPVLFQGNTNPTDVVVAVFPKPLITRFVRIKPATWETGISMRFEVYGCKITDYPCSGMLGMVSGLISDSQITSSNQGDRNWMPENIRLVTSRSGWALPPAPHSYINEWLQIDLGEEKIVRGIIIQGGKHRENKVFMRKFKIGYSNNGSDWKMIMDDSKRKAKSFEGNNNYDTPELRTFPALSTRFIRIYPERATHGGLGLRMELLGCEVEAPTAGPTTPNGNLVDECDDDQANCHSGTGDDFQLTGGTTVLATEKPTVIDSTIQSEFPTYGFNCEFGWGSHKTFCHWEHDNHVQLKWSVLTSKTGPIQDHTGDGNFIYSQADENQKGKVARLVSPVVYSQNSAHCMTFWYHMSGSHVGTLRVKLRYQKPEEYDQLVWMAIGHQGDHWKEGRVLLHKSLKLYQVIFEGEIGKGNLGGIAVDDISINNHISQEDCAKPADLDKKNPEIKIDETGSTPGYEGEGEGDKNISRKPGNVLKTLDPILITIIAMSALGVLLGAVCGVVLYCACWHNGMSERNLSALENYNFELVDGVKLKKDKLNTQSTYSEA
bovine MsrA act – activates bovine MsrA enzyme; AID 602163; activation, % at 10.6 µM; purified bovine MsrA, absorbance read-out; 0.3% of 360,000 active; in the data active = activation above about 7.5%;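 note: 0% = vehicle and 100% = reference activator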
E coli Lon inh – inhibits E. coli Lon protease | inhibition, % at 7.94 µM | 0.42% of 360,000 active | AID 602123 | purified E. coli Lon protease, fluorescence polarization; in the data active = inhibition above about 13%, passing the limit was not always enough;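 note: 0% = enzyme with probe and DMSO and 100% = no enzyme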
SUMO1-SIM PPI – modulators of human SUMO1-mediated protein-protein interactions. P63165. SUMO1 binding to a labelled peptide, TR-FRET, 1 h. inhibition, % at 20 µM. 0.33% of 360,000 active. AID 602429; in the data active = inhibition above about 37%
Target sequence (P63165 whole entry, looked up): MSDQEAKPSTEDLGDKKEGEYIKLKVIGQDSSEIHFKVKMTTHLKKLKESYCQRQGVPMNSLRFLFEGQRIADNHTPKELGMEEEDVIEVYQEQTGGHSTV
LMPTP block – LMPTP (human) inhibition; P24666; recombinant LMPTP-A, OMFP fluorogenic substrate, fluorescence intensity; inhibition, % at 20 µM; 0.22% of 360,000 active; AID 651560;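 active = compounds that cut the enzyme signal by at least half of the control window in the single-dose screen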;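 note: plate controls were DMSO wells with enzyme plus substrate for no effect and substrate without enzyme for full effect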
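Assay system: LMPTP-A phosphatase enzyme | Input: 0.625 nM enzyme | Also added: Fluorogenic phosphatase substrate OMFP at 400 µM final | Compound dosing: One test concentration per compound, 20 µM, with 3% DMSO overall | Schedule: 50 min enzyme reaction at room temperature, protected from light | Signal: Fluorescence intensity | Benchmarks: no-enzyme and uninhibited controls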
Tb MetRS inh – blocks T. brucei methionyl-tRNA synthetase activity; inhibition, % at 11.9 µM; 0.4% of 360,000 active; purified T. brucei MetRS, ATP depletion, Kinase-Glo luminescence;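 active = inhibition above a per-plate cutoff of the control wells' mean inhibition plus 3 SD, cut at about 5.5% in these data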;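 note: 0% = DMSO wells median and 100% = median of wells with control inhibitor compound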
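Test system – parasite MetRS enzyme · Reagent – substrates ATP, L-methionine and bulk Escherichia coli tRNA · Doses – 11.9 µM compound single dose, 0.9% DMSO · Times – 15 min enzyme-compound preincubation, 2 h reaction, 10 min detection, 25 °C · Signal – Kinase-Glo luminescence, ATP depletion format · Controls – DMSO-only wells as low control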
STEP inh – inhibitors of human striatal-enriched phosphatase STEP. recombinant STEP, OMFP fluorogenic substrate, fluorescence. P54829. 0.25% of 360,000 active. inhibition, % at 20 µM;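 active = inhibition at 20 µM, scaled per plate between control wells, above about 37%, limit read from the data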;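 note: 0% = DMSO with enzyme and substrate and 100% = substrate only without enzyme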
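System: STEP (striatal-enriched tyrosine phosphatase) enzyme, cell-free; medium: Bis-Tris pH 6.0 buffer with DTT, detergent; dosing: 20 µM, 1% DMSO; times: reaction 20 min, ambient temperature; detection: fluorescence, 480/540 nm; read-out basis: normalized % inhibition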
Scp1 inh – Scp-1 (human) phosphatase inhibition; Q9GZU7; Recombinant Scp1, phosphopeptide, malachite green phosphate absorbance; inhibition, % at 20 µM; 0.88% of 340,000 active; AID 493091;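 active = inhibition above about 50% at 20 µM, limit read from the data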;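 note: plate controls were DMSO wells with enzyme for no effect and wells lacking enzyme for full effect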
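Test system: SCP-1 catalytic domain; Buffer or medium: Acidic Tris acetate buffer with magnesium and detergent; Also added: Phosphorylated 17-residue peptide substrate; Compound: single 20 µM dose, 1% DMSO; Schedule: enzyme reaction 45 min at room temperature, colour 5 min, stabilisation 30 min; Signal: Phosphate-binding colour reagent, absorbance read at 630 nm.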
DNMT1 block – DNMT1 (human) enzyme inhibition; DNMT1 molecular beacon, Hinp1I cleavage, fluorescence; 0.83% of 360,000 active; inhibition (reported as % activation of signal), % at 10 µM; AID 588458; in the data active = inhibition above about 50%
MsrA inhibitor – bovine MsrA inhibition. AID 651718. 0.75% of 360,000 active. purified bovine MsrA, absorbance read-out. inhibition, % at 15.5 µM; in the data active = inhibition above about 4.5%;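 note: 0% = vehicle wells with enzyme and 100% = reference inhibitor wells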
* hit, by the source's call; . = not tested or not shown. No enrichment for hits; about 4.3% have a hit in one of these screens.

entry | SMILES | E coli Lon inh | MsrA inhibitor | Tb MetRS inh | DNMT1 block | STEP inh
1 | COc1ccc(-c2cc(C)no2)cc1S(=O)(=O)N1CCCN(Cc2ccccc2Cl)C1 | 5 | 0.3 | -0.4 | -9 | 2
2 | Cc1ccc(S(=O)(=O)N2CCN(C(=O)c3ccnn3C)CC2)cc1C | -4 | . | 0.1 | 3 | -1
3 | CSC1=NS(=O)(=O)c2c(C)nn(C)c2S1 | -6 | 1.8 | 0.1 | -4 | 2
4 | CC(C)(C)OC(=O)NNc1c2ccccc2nc2ccccc12 | 1 | -0.6 | 0.1 | 10 | 1
5 | CC1CC(C)(C)NC(=S)N1CC(=O)NCc1ccc2c(c1)OCO2 (stereo not drawn) | 13 | 0.8 | -0.1 | 0 | 1
6 | CCOc1ccc(Cn2ccnc2CCl)cc1[N+](=O)[O-] | 2 | 1.5 | -0.2 | -1 | -1
7 | COc1ccc(CCNC(=O)CC(=O)N/N=C/c2ccc(C(=O)O)cc2)cc1OC | -4 | -0.7 | 0.3 | 2 | -2
8 | Cc1cc(NS(=O)(=O)c2ccc(NC(=O)CSc3nc4ncc(Br)cc4[nH]3)cc2)nc(C)n1 | 5 | 0.4 | 6.1* | 1 | 0
9 | COc1cc(OC)cc(C(=O)NCC(=O)Nc2ccc(OC)c(Cl)c2)c1 | -5 | -0.8 | 0.8 | -2 | 0
10 | Cc1nnsc1C(=O)N1CCCC(N2CCN(c3cccc(C(F)(F)F)c3)CC2)C1 (stereo not drawn) | -7 | 0.6 | 0.0 | 2 | -2
11 | COc1ccc(N(CC(=O)NN=C2CCCCCCC2)S(=O)(=O)c2ccccc2)cc1 | -10 | 1.5 | -0.9 | -2 | 0
12 | C=C(C)COc1ccc(-c2nc(N)ncc2-c2ccc(Br)cc2)c(O)c1 | 3 | 3.0 | -0.1 | -3 | -2
13 | O=C1NC(c2ccccc2)C(C(=O)c2cccs2)=C1O (stereo not drawn) | 0 | 3.0 | -0.8 | 2 | -2
14 | Cc1cccc(C(=O)O/N=C(/c2ccccc2)c2ccncc2)c1 | -3 | 0.9 | -0.3 | -1 | 4
15 | Cc1oc2c(C)c3oc(=O)c(CCC(=O)NCCCn4ccnc4)c(C)c3cc2c1C | -13 | 0.4 | -0.7 | -1 | -3

entry | CendR NRP1 mod | Scp1 inh | bovine MsrA act | LMPTP block | SUMO1-SIM PPI
1 | 10 | -5 | -1 | 1.9 | -2
2 | -8 | -2 | -4 | -1.2 | 1
3 | -8 | -1 | 2 | -1.2 | 5
4 | -8 | -6 | -3 | -1.1 | -19
5 | 0 | -7 | -2 | -0.8 | -2
6 | 13 | 4 | -4 | -0.5 | -7
7 | -4 | -7 | -4 | -1.1 | -1
8 | 4 | -16 | -2 | -0.1 | 24
9 | -10 | 9 | -3 | 0.0 | 3
10 | 1 | -1 | -5 | 0.5 | -2
11 | 1 | -2 | -4 | -0.7 | 8
12 | -2 | 0 | -1 | 1.0 | -2
13 | -5 | 0 | 0 | 0.6 | -12
14 | 6 | 4 | -2 | 0.7 | 40*
15 | -10 | -1 | -2 | 3.1 | 9

Molecules listed so far that have bromine (2):
entry | SMILES | E coli Lon inh | MsrA inhibitor | Tb MetRS inh | DNMT1 block | STEP inh
8 | Cc1cc(NS(=O)(=O)c2ccc(NC(=O)CSc3nc4ncc(Br)cc4[nH]3)cc2)nc(C)n1 | 5 | 0.4 | 6.1* | 1 | 0
12 | C=C(C)COc1ccc(-c2nc(N)ncc2-c2ccc(Br)cc2)c(O)c1 | 3 | 3.0 | -0.1 | -3 | -2

entry | CendR NRP1 mod | Scp1 inh | bovine MsrA act | LMPTP block | SUMO1-SIM PPI
8 | 4 | -16 | -2 | -0.1 | 24
12 | -2 | 0 | -1 | 1.0 | -2

The list continues:
entry | SMILES | E coli Lon inh | MsrA inhibitor | Tb MetRS inh | DNMT1 block | STEP inh
16 | CCN(c1ccccc1)S(=O)(=O)c1ccc(Cl)c(NC(=O)COC(=O)c2ccc(O)cc2)c1 | -4 | 0.0 | -0.1 | -6 | -3
17 | CCOc1cc(CNCC2CCCO2)cc(Br)c1OCC(N)=O (stereo not drawn) | 3 | 0.2 | -0.3 | 0 | -1
18 | COc1ccccc1NC(=S)N(Cc1ccco1)Cc1cc2cccc(C)c2[nH]c1=O | -4 | 0.5 | -0.9 | 1 | 0
19 | Cc1ccccc1-c1nnc(SCc2ccc(F)cc2)o1 | 9 | 0.3 | -1.4 | -5 | 1
20 | CC(=O)Nc1cccc(NC(=O)c2ccc(S(=O)(=O)NCc3ccco3)cc2)c1 | 0 | 1.7 | -0.3 | 0 | -2
21 | c1ccc(CSc2ccc(-c3cccnc3)nn2)nc1 | -2 | 0.1 | -0.1 | 1 | -2
22 | Cc1ccc(C(=O)Nc2onc(C)c2C#N)cc1 | -3 | 0.9 | 0.1 | 0 | 0
23 | COC(=O)c1c(-c2ccsc2)sc2ccc(-c3cc(OC)c(OC)c(OC)c3)cc12 | -12 | 1.2 | -0.1 | -14 | 3
24 | C=C[C@](C)(CC[C@@]1(C)C(C)CC(OC2OC(C)C(OC3OC(COC(C)=O)C(O)C(O)C3O)C(O)C2O)[C@@]2(C)C(C)=CCCC12)OC1OC(C)C(O[C@@H]2O[C@@H](C)C(O)C(O)[C@H]2O)C(O)C1O (stereo partly drawn) | -14 | . | -3.2 | -2 | -4
25 | Cc1ccc(-c2nc(S(=O)(=O)c3ccc(C)cc3)c(SCC(=O)NCC3CCCO3)o2)cc1 (stereo not drawn) | 1 | 0.0 | 0.1 | -4 | 1
26 | CCOC(=O)Cn1cnc2c(nnn2-c2cccc(Cl)c2)c1=O | -6 | 0.2 | -1.4 | 1 | 1
27 | Cc1noc(NS(=O)(=O)c2ccc(NC(=O)CSc3nc4c(cc3C#N)CCCC4)cc2)c1C | -4 | 1.2 | 0.3 | -4 | 0
28 | CC(=O)Nc1ccc(NC(=O)c2nc(S(=O)(=O)Cc3cccc(C)c3)ncc2Cl)cc1 | 1 | 0.8 | 0.3 | 2 | 1
29 | CC(C)(c1ccccc1)c1ccc(OCC2CO2)cc1 (stereo not drawn) | 0 | -0.8 | -0.4 | 1 | 2
30 | CCC1(c2ccccc2)NC(=O)N(CC(=O)NCc2ccccc2OC)C1=O (stereo not drawn) | -1 | 0.1 | -0.4 | -2 | -2

entry | CendR NRP1 mod | Scp1 inh | bovine MsrA act | LMPTP block | SUMO1-SIM PPI
16 | -11 | -4 | -5 | 0.9 | -1
17 | -10 | 5 | -1 | -1.0 | 1
18 | 40* | 0 | -12 | 0.5 | 2
19 | 1 | -12 | -12 | 0.1 | 2
20 | 0 | . | 0 | 0.5 | 2
21 | -7 | -9 | -3 | -1.6 | 2
22 | 8 | -12 | -11 | -0.7 | 2
23 | 9 | -4 | -1 | 2.1 | 5
24 | -5 | -8 | -8 | -1.0 | 8
25 | -2 | -8 | 3 | -0.2 | -3
26 | 3 | -5 | 0 | 0.4 | 9
27 | -10 | -18 | -2 | -0.8 | 15
28 | 6 | -5 | -7 | -0.7 | -15
29 | -7 | -7 | 0 | 2.0 | 8
30 | 9 | -7 | -3 | 0.5 | -3

Whole records from above. Values in the order: E coli Lon inh, MsrA inhibitor, Tb MetRS inh, DNMT1 block, STEP inh, CendR NRP1 mod, Scp1 inh, bovine MsrA act, LMPTP block, SUMO1-SIM PPI
`COc1ccccc1NC(=S)N(Cc1ccco1)Cc1cc2cccc(C)c2[nH]c1=O` as listed: -4, 0.5, -0.9, 1, 0, 40*, 0, -12, 0.5, 2
`COC(=O)c1c(-c2ccsc2)sc2ccc(-c3cc(OC)c(OC)c(OC)c3)cc12` as listed: -12, 1.2, -0.1, -14, 3, 9, -4, -1, 2.1, 5
`CCOC(=O)Cn1cnc2c(nnn2-c2cccc(Cl)c2)c1=O` as listed: -6, 0.2, -1.4, 1, 1, 3, -5, 0, 0.4, 9

(cont.)
entry | SMILES | E coli Lon inh | MsrA inhibitor | Tb MetRS inh | DNMT1 block | STEP inh
31 | CCNS(=O)(=O)c1ccc(C(=O)OCC(=O)N2CCCc3ccccc32)cc1 | -5 | 1.0 | 0.0 | 3 | 1
32 | CC(=O)O[C@H]1[C@H](O)[C@H](Oc2c(O)c(C)c3c4c2[C@@H](C)CC[C@@H]4[C@@H](C)C[C@H]3C=C(C)C)O[C@@H](C)[C@H]1O | 1 | . | -0.1 | 0 | 0
33 | Cc1onc(-c2c(Cl)cccc2Cl)c1C(=O)NN1CCCCCC1 | 7 | 0.4 | -0.1 | 3 | 1
34 | COc1ccc(Oc2nc3ccccc3n(C)c2=O)cc1 | 6 | 1.2 | -0.8 | 1 | -2
35 | Cc1ccc(NC(=O)c2ccc(S(=O)(=O)N(C)c3ccccc3)cc2)cc1S(=O)(=O)N1CCOCC1 | -7 | 0.9 | -0.3 | -4 | 1
36 | COc1ccccc1NS(=O)(=O)c1ccc2[nH]c(=O)[nH]c2c1 | 0 | 0.7 | -0.5 | -1 | 2
37 | COc1ccc(NC2CCCN(C(=O)c3cn(C)c4ccccc34)C2)cc1 (stereo not drawn) | 4 | 0.1 | 0.0 | 1 | -2
38 | Cc1ccc(OCC(=O)N2c3ccccc3CC2C)c([N+](=O)[O-])n1 (stereo not drawn) | 1 | 0.4 | -0.5 | -4 | 2
39 | O=[N+]([O-])c1ccc(Cl)c(NC(=S)N2CCCC2)c1 | 4 | 2.2 | 0.3 | 2 | -1
40 | Cc1nc(N)nc(N)c1-c1ccc([N+](=O)[O-])cc1 | -5 | 1.2 | -0.3 | 5 | 3

entry | CendR NRP1 mod | Scp1 inh | bovine MsrA act | LMPTP block | SUMO1-SIM PPI
31 | 7 | -4 | -1 | -1.0 | -4
32 | -6 | -2 | -7 | 0.5 | -2
33 | 7 | -4 | -2 | -1.1 | -2
34 | -5 | -8 | -6 | -0.2 | -5
35 | 6 | -13 | -3 | 2.3 | 15
36 | 9 | 23 | -1 | -1.7 | 5
37 | -7 | -7 | -1 | -0.9 | 5
38 | 8 | -4 | -3 | -0.9 | -12
39 | 6 | -6 | -3 | -1.3 | -38
40 | -11 | 2 | -1 | 67* | -21
